Screening data: PubChem BioAssay, several laboratories
Yfh1-depleted yeast = enhancers of respiration in Yfh1-depleted yeast, dose response, Friedreich's ataxia, plus single-dose screen (AID 1465); S. cerevisiae Yfh1-off respiration, WST-1 reduction, 72 h; higher fold induction means a stronger effect; fold induction at 50 µM; hits with a dose series show EC50 in µM; actives 0.074% (n = 220,000);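 active = fold induction of absorbance versus untreated yeast above a set limit, then at least 30% activation at any dose in follow-up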;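 note: activators that raise dye reduction in frataxin-depleted yeast; strong numbers were not always called active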
MT stabilizer = stabilizes microtubules in HeLa cells. HeLa tubulin immunostaining HCS, 24 h; share of cells brighter than vehicle mean+2SD. % tubulin-high responders, % at 10 µM. actives 0.83% (n = 200,000);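 active = plate Z-score above 3 for both tubulin-high and condensed-nucleus cell shares, with cell loss under 80%, at 10 µM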;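 note: anti alpha tubulin signal scored within the nucleus-defined area of each cell; some results filed as inactive read as strong as hits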
Dynein cargo inh = dynein cargo transport inhibition; AID 1381; actives 0.47% (n = 220,000); 3617.4 mouse cells, GR-EGFP nuclear translocation imaging; test concentration mostly 20 µM; stimulated with dexamethasone, 1 µM; stronger effect = lower value; z-score, hits read low;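 active = plate z-score of nuclear minus cytoplasmic receptor signal below a set negative limit, without overly bright fluorescence or cell loss, cut at about -3.5 in these data, passing the limit was not always enough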;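 note: z-score of nuclear minus cytoplasmic ring GR-EGFP intensity difference per well; some compounds called inactive have numbers as strong as hits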
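Schedule: 48 h induction, then 1 h compound, then 30 min agonist, 37 °C. Buffer or medium: tetracycline-free induction medium containing charcoal-stripped FBS. Reagent: 1.0 µM final dexamethasone stimulus. Evaluation: nuclear versus cytoplasmic GR-EGFP signal, averaged per well. Signal: high-content fluorescence imaging after fixation.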
Insulin prom up = MIN6 insulin promoter up-regulation | MIN6 insulin promoter-GFP reporter, high-content imaging; stronger effect = higher value | z-score at 5 µM | actives 0.3% (n = 190,000);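 active = z-score above 3 at 5 µM with at least 500 cells counted in the well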
Autophagy HCS = modulators of autophagy. calls only at 10 µM (by protocol). MEF GFP-LC3 puncta imaging; test concentration mostly 10 µM. AID 463193. actives 0.98% (n = 190,000);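 active = percentage of spot-positive cells more than 3 SD above its plate mean, without a fluorescence outlier flag or 80% toxicity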;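 note: spot-positive cell cutoff set from DMSO-treated cells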
CSM14.1 death rescue = rescue of cells from ER stress-induced death, primary screen, 384-well, CSM14.1, thapsigargin, ATP luminescence (AID 1222) | 190,000 tested, under 10 active | one-dose cellular ATP content (survival), % at 20 µM; EC50 in µM for titrated hits | CSM14.1 thapsigargin-induced death rescue, ATP luminescence; higher % means a stronger effect;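 active = EC50 below 50 µM in the dose-response confirmation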;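 note: death triggered by thapsigargin at about 15 µM added after 2 h compound pretreatment; cell ATP read after overnight thapsigargin exposure of roughly 18 to 22 hours; normalized against plate controls of thapsigargin alone and 5% DMSO vehicle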
M17LAP inhibition = P. falciparum M17LAP inhibitors, primary screen, biochemical, fluorogenic H-Leu-NHMec substrate, 1536-well (AID 1619); recombinant M17LAP, H-Leu-NHMec fluorogenic kinetic assay; higher % means a stronger effect; actives 0.38% (n = 220,000); inhibition, % at 30 µM, or IC50 in µM where a hit was titrated;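 active = compound inhibiting the enzyme by more than half at any dose during confirmatory dose-response retesting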;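 note: plate controls were full reaction with DMSO carrier for no effect and no enzyme background for full effect; strong numbers were not always called active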
P. falciparum M1AAP = malaria alanyl aminopeptidase activity blockers – biochemical, fluorogenic H-Leu-NHMec substrate, 1536-well (AID 1445); recombinant M1AAP, H-Leu-NHMec fluorogenic kinetic assay; higher % means a stronger effect; inhibition, % at 30 µM; hits with a dose series show IC50 in µM; actives 0.42% (n = 220,000);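 active = primary inhibition above the hit cutoff, then over 50% inhibition at one or more dose response concentrations, cut at about 23% in these data, passing the limit was not always enough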;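 note: plate controls were DMSO full reaction for no effect and no enzyme background for full effect; strong numbers were not always called active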
Lipid droplet = hepatic lipid droplet formation modulation; AML12 mouse hepatocytes, oleate lipid droplets, BODIPY imaging; inhibition, % at 6.5 µM; actives 0.4% (n = 240,000);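 active = lipid droplet intensity inhibited by at least 50%, with more than 500 cells counted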
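Material – AML12 mouse liver cells · Also added – oleate loading, 100 µM · Compound dosing – 6.5 µM single-point dosing · Times – overnight treatment with compound plus oleate · Measured by – fluorescence imaging, 20x objective, two fields per well · Read-out – percent inhibition of filter-corrected integrated lipid droplet intensity per well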
Dynein cargo inh cytoplasmic EGFP = further read-out of Dynein cargo inh, marked with its call; z-score; measured here: cytoplasmic GR-EGFP intensity; stronger effect = higher value
Dynein cargo inh nuclear GR-EGFP = second read-out of Dynein cargo inh, no call of its own (marks repeat the call); z-score; measured here: nuclear GR-EGFP intensity;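 lower value marks the stronger effect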
Dynein cargo inh cell count = also measured in Dynein cargo inh; calls as there; z-score; measured here: cell count per field
Insulin prom up cell count = also measured in Insulin prom up; calls as there; cell count; measured here: cytotoxicity, nuclei count;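 total cells summed across four imaged fields per well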
Lipid droplet cells 6.5 µM = recorded beside Lipid droplet, whose call it bears; cell count; measured here: cell count, cytotoxicity flag;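 cells counted across two imaged fields per well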
MT stabilizer Hoechst-high % = second read-out of MT stabilizer, no call of its own (marks repeat the call); % Hoechst-high responders; measured here: nuclear condensation Hoechst responders;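 share of cells brighter than vehicle mean plus two SD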
MT stabilizer cytotoxicity % = second read-out of MT stabilizer, no call of its own (marks repeat the call); toxicity, %; measured here: cytotoxicity by cell density;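 0% = mean cell density of plate MIN control wells and 100% = no cells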
Autophagy HCS cell loss 18 h = recorded beside Autophagy HCS, whose call it bears; toxicity, %; measured here: cell loss, nuclei count;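 cell loss after 18 h compound exposure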
Numbers without * were called inactive; i = inactive; · = not tested or not shown. This is a random part of the collection; about 3.5% have a hit in one of these screens.

SMILES,Yfh1-depleted yeast,MT stabilizer,MT stabilizer Hoechst-high %,MT stabilizer cytotoxicity %,Dynein cargo inh,Dynein cargo inh cytoplasmic EGFP,Dynein cargo inh nuclear GR-EGFP,Dynein cargo inh cell count,Insulin prom up,Insulin prom up cell count,Autophagy HCS,Autophagy HCS cell loss 18 h,CSM14.1 death rescue,M17LAP inhibition,P. falciparum M1AAP,Lipid droplet,Lipid droplet cells 6.5 µM
O=C(Cn1c(SCc2ccccc2)nc2ccccc21)N1CCOCC1,i,2.2,1.8,5.1,-0.954,-0.188,-1.2,-0.364,-0.7,1619,i,4.0,3.9%,4.0%,48.7µM*,·,·
CSc1nc2n(n1)C(c1cccs1)C1=C(CCCC1=O)N2 (centres undefined),i,0.7,0.5,0.6,1.39,-0.256,0.921,-1.1,-0.82,1369,i,-5.7,0.7%,3.5%,3.2%,-1.3,704
CCc1sc(NC(=O)c2cc3ccccc3oc2=O)nc1-c1cccs1,i,5.3,5.7,8.2,-0.656,-0.241,-0.636,0.841,0.34,1367,i,2.2,-3.0%,-10.1%,-0.1%,8.1,705
Cc1ccc2c(c1)c1c(n2CC(O)CN2CCC(C)CC2)CCCC1 (centres undefined),i,·,·,·,-0.467,-0.234,-0.269,1.4,0.76,894,·,·,·,-9.9%,-9.6%,-5.4,768
CCOC(=O)N1CCC(N(CCCOC)C(=O)Nc2cccc(OC)c2)CC1,i,3.2,3.4,15.2,2.67,0.0417,1.78,-3.21,-0.8,1614,i,36.7,7.2%,4.8%,8.3%,·,·
CCOc1ccc(S(=O)(=O)Nc2ccc(S(=O)(=O)Nc3cc(OC)ccc3OC)cc2)cc1,i,1.7,0.9,3.2,-0.205,-0.0864,0.224,-1.38,-0.48,1040,i,6.7,-0.6%,2.6%,12.9%,12.2,780
C/C(=N\NC(=O)c1ccc(CN2CCc3ccccc3C2)cc1)c1ccccc1O,i,1.8,1.3,3.0,-0.293,-0.307,-0.173,0.512,-0.14,1120,i,17.4,1.4%,-2.2%,1.4%,-2.2,658
Cc1sc2nc3c(C(=O)N4CCN(c5ccccn5)CC4)cccn3c(=O)c2c1C,i,4.7,3.1,6.4,-0.442,-0.26,-0.0847,0.299,0.34,1136,i,5.0,0.0%,1.7%,-3.1%,·,·
O=C(Nc1ccc(S(=O)(=O)Nc2ncccn2)cc1)c1ccc(Br)o1,i,3.3,2.4,4.7,0.494,-0.149,0.456,-0.0786,2.43,1120,i,-5.8,-1.4%,-2.9%,2.9%,45.9,755
CCN(CC)C(=O)c1sc2nc(N3CCOCC3)c3c(c2c1N)CCCC3,i,1.9,1.5,7.7,1.07,0.183,0.601,-0.631,-1.11,1036,i,-4.7,-1.0%,-13.8%,7.1%,6.7,752
Cc1noc(C)c1CSc1nnc(-c2ccncc2)n1-c1ccc(Cl)c(Cl)c1,i,2.1,1.1,2.4,-0.448,-0.173,-0.213,0.802,0.19,1185,i,-5.8,-0.1%,6.5%,1.8%,·,·
COc1ccc(N2C(=O)c3ccccc3NC2c2cccnc2)cc1 (centres undefined),i,2.9,3.2,10.7,0.0504,-0.288,0.153,0.0786,0.14,1207,i,-1.9,-0.4%,-5.2%,9.2%,3.1,676
CCOC(=O)Cc1csc(NC(=O)/C=C/c2ccc(Br)o2)n1,i,·,·,·,2.05,-0.361,1.2,-2.35,-0.2,880,·,·,·,6.6%,3.9%,-1.0,668
NC(=O)CSc1nnc(-c2cnccn2)n1-c1ccccc1,i,1.9,1.9,3.1,-0.195,-0.242,-0.395,0.482,0,1280,i,-3.3,·,3.3%,3.4%,10.1,540
COc1cccc(-c2nnc(SCC(=O)N(C(C)C)C(C)C)o2)c1,i,6.8,2.5,6.9,-1.05,-0.205,0.131,0.418,-0.19,1241,i,11.1,-0.3%,-4.3%,2.1%,4.7,733
Cc1cc(C)n(-c2ccccc2[N+](=O)[O-])n1,i,2.1,1.3,1.3,0.478,-0.309,0.416,0.654,-1.04,1442,i,3.0,4.1%,1.0%,3.7%,10.7,699
CC(=O)Nc1ccc(S(=O)(=O)NC(CC(=O)NCCCN2CCOCC2)C(C)C)cc1 (centres undefined),i,4.1,2.6,7.5,0.468,-0.242,0.492,-0.342,·,·,i,12.7,-2.0%,-9.2%,-1.2%,·,·
COc1ccc(CNC(=O)CCn2c(=O)oc3ccccc32)c(OC)c1,i,2.8,1.7,11.9,0.531,0.0783,1.22,-1.52,1.85,1238,i,8.4,-0.6%,3.0%,2.9%,-15.0,757
CN(C)/C=N/c1ncc(-c2ncc(C(F)(F)F)cc2Cl)cn1,i,4.5,3.4,11.0,1.55,-0.153,0.681,-1.15,-0.29,1291,i,0.5,-0.6%,-21.8%,8.1%,9.9,682
Cc1ccccc1-c1coc2cc(O)ccc2c1=O,i,3.5,2.3,8.0,-0.556,1.02,0.502,0.342,-0.14,1652,i,4.9,-0.6%,-141.2%,3.0%,3.0,616
COc1cccc(CNCCO)c1OCc1ccc(Cl)cc1,i,0.9,1.2,5.4,-0.588,0.305,-0.195,0.25,·,·,i,11.3,-1.0%,-2.8%,-1.3%,-2.2,674
O=C(O)C(Cc1c[nH]c2ccccc12)NS(=O)(=O)c1ccc2ccccc2c1 (centres undefined),i,3.6,2.1,6.4,-0.258,-0.304,-0.518,0.368,-0.09,1412,i,2.5,-4.5%,15.8%,9.4%,6.6,596
Cn1c(Cc2ccc3c(c2)OCO3)nnc1SCC(=O)NC1CCCC1,i,2.4,3.2,2.2,0.496,-0.367,0.48,-0.166,-0.61,1213,i,-2.1,-0.6%,4.3%,-7.6%,-4.4,727
CN1CCN(c2ccc(CNS(=O)(=O)c3ccc(Cl)cc3)cc2)CC1,i,·,·,·,-0.321,-0.214,-0.265,0.488,0.06,1425,·,·,·,7.3%,1.0%,·,·
Cc1ccc(C(=O)Oc2ccc([N+](=O)[O-])cc2)cc1S(=O)(=O)N1CCCCCC1,i,1.1,2.9,4.0,-1.56,-0.0341,-1.21,0.982,1.34,1603,i,-6.6,-0.6%,0.9%,2.0%,0.7,549
COc1ccc(C(=O)NCCc2cc3c(OC)ccc(OC)c3[nH]c2=O)cc1OC,i,4.9,1.9,5.7,1.38,-0.263,0.537,-0.147,·,·,i,14.7,-1.7%,6.5%,4.0%,5.0,750
Cn1c(N)c(N=O)c(=O)n(C)c1=O,i,·,·,·,0.812,-0.201,0.294,-1.32,-0.18,1180,·,·,·,13.8%,2.6%,-1.3,675
CC(=O)c1c(C)[nH]c(C(=O)Nc2cccc(S(=O)(=O)N3CCOCC3)c2)c1C,i,1.6,2.0,5.2,-0.381,-0.225,-0.21,0.066,0.88,1388,i,10.8,9.8%,-1.0%,18.1%,11.0,675
Cc1ccc(Nc2nc(NCC3CCCO3)nc(N)c2[N+](=O)[O-])cc1C (centres undefined),i,1.8,3.2,10.8,-0.124,-0.152,0.0573,0.161,-0.18,1236,i,-2.5,2.7%,4.1%,10.2%,2.7,632
Cc1ccc(N/C(N)=N/c2nc(C)cc(C)n2)cc1,i,2.3,1.4,3.2,-0.458,-0.297,-0.548,0.791,-1.41,1231,i,-4.8,-3.1%,15.4%,-0.8%,-2.2,686
C/C(=N\NC(=O)c1cccc(C)c1)c1ccc(N2CCOCC2)cc1,·,2.2,1.2,6.2,0.958,-0.263,0.752,1.01,-0.11,1018,i,-2.9,0.8%,23.1%,13.5%,12.9,787
COC(=O)C(C)Sc1ncnc2c1nnn2-c1ccc(F)cc1 (centres undefined),i,4.1,2.1,0.0,-1.32,0.489,-0.464,-0.63,0.61,1424,i,-5.2,-1.0%,-5.8%,4.3%,·,·
CC(=O)C1=C(C)NC(SCSc2ccccc2)=C(C#N)C1c1cccnc1 (centres undefined),i,2.6,1.9,2.9,0.38,-0.229,0.958,-0.738,0.11,1785,i,-6.1,0.4%,-8.5%,-1.1%,58.8*,556*
CO/N=C1\CCCc2c(C(=O)NN)sc(SC)c21,i,·,·,·,1.24,-0.167,1.07,-1.19,-0.06,1100,·,·,·,3.2%,8.6%,12.7,730
CCC(C)(C(=O)NC1CCCC1)N(Cc1cccs1)C(=O)c1ccccn1 (centres undefined),i,2.7,2.2,6.9,-0.155,-0.295,-0.0823,0.137,-0.42,1304,i,10.5,0.2%,2.2%,-0.8%,-43.7,696
CSCCC(NS(=O)(=O)c1ccccc1F)C(=O)OCc1ccccc1Cl (centres undefined),i,3.0,1.8,4.5,0.427,-0.281,0.282,0.0349,0.12,1467,i,8.4,-2.4%,4.5%,-2.6%,-3.7,596
O=C(CSc1ccccc1C(=O)O)c1ccc([N+](=O)[O-])cc1,i,1.5,2.2,5.2,-1.01,0.202,-0.358,0.437,-0.36,1290,i,1.6,-2.0%,16.2%,10.0%,0.5,705
O=[N+]([O-])c1cc(S(=O)(=O)NCCCN2CCOCC2)ccc1Cl,i,1.5,1.2,6.9,-0.521,-0.0926,0.0831,-0.919,-0.08,1468,i,10.1,-2.8%,-4.7%,0.1%,15.0,635
N#C/C(=C\c1cn(-c2ccccc2)nc1-c1ccccc1)S(=O)(=O)c1ccccc1,·,8.9,1.9,2.0,-1.55,-0.238,-0.981,0.435,-0.45,1291,i,-0.4,-4.2%,5.2%,9.4%,8.0,630
